# NPYLR7 agonist = agonists of mosquito NPYLR7 receptor, primary screen, cell-based, Aedes aegypti, calcium fluorescence, mosquito biting behavior. Aedes aegypti neuropeptide Y-like receptor 7 (NPYLR7). HEK293T NPYLR7/Galpha15, GCaMP6s calcium fluorescence. activation, % at 10 µM. 270,000 compounds, 0.15% hits; in the data active means activation above about 40%;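 further: 0% = vehicle and 100% = reference agonist at the receptor; some compounds past the cut are filed as inactive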
# hcGAS inh = Primary biochemical luminescence assay for human cyclic GMP-AMP synthase inhibitors | recombinant h-cGAS, ATP depletion, Kinase-Glo luminescence | Q8N884 | 290,000 compounds, 0.081% hits | AID 1259398, 2018 | inhibition, % at 12.5 µM;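 further: 0% = vehicle reaction and 100% = reaction without DNA for no activity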
# Target sequence (Q8N884 whole entry, looked up): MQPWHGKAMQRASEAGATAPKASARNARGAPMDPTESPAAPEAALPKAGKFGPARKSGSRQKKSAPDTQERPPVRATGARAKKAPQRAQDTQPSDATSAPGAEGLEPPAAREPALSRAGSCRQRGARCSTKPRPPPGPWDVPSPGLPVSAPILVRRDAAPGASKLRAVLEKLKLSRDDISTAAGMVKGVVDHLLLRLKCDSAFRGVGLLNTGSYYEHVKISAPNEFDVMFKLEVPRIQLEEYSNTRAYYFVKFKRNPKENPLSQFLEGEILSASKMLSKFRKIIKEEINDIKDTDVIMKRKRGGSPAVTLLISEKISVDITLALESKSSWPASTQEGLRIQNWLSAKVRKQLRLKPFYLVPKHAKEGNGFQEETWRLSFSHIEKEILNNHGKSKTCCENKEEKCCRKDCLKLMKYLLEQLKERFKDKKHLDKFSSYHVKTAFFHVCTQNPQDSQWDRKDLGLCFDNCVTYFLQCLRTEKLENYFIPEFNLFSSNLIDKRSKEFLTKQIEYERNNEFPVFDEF
# mcGAS lum = cyclic GMP-AMP synthase inhibitors, mouse, primary biochemical chemiluminescence; AID 1259399, 2018; recombinant cGAS, Kinase-Glo ATP depletion luminescence; inhibition, % at 12.5 µM; 160,000 compounds, 0.15% hits;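 further: 0% = negative control wells and 100% = reference inhibitor with no enzyme activity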
# Active calls of the source: *; nt = no result given; & = joins results of further samples. Unless noted, no stated cut-off is given here; in the data, active means inhibition above about 40%; inactive means the rest.
Structure	NPYLR7 agonist	hcGAS inh	mcGAS lum
COc1cc2c(cc1OC)C(c1cccc(C(F)(F)F)c1)N(C(=O)c1ccc(Cl)nc1)CC2 (stereo not drawn)	19	-5	-8
Cc1ccc(CN2C(=O)C(C)ON=C2c2ccc3c(c2)CCO3)cc1 (stereo not drawn)	7	-4	nt
Cc1cc(N2CCN(c3ccccc3F)CC2)nc(SCc2ccc(C(=O)NCC3CCCO3)o2)n1 (stereo not drawn)	9	-4	-6
Cc1nnc(NC(=O)CSc2nc3c(cnn3CCO)c(=O)[nH]2)s1	5	-10	nt
COc1ccc(-n2c(SCCCCC(=O)N3CCN(C(=O)c4ccccc4Br)C(C)C3)nnc2-c2ccco2)cc1 (stereo not drawn)	10	-8	-6
Cc1ccc(C(=O)N(Cc2nccn2Cc2ccccc2Cl)CC(C)C)cc1	27	-6	-6
COc1ccccc1C(=O)CN1C(=O)C(C)ON=C1c1ncccc1C (stereo not drawn)	9	0	nt
CC(=O)Nc1cccc(OCc2ccc(F)cc2)c1	-1	-13	nt
CCN(Cc1ccncc1)C(=O)c1ccc(-c2ccc(Oc3ccccc3)cc2)s1	4	-9	-8
Cc1cc(C)n(CCC2CC(=O)Nc3n[nH]c(-c4ccccc4)c32)n1 (stereo not drawn)	nt	-6	-8
CC(C)CC(=O)N1CCSC12CCN(C(=O)C(c1ccccc1)c1ccccc1)CC2	nt	-11	-5
COc1ccc(C(=O)N(Cc2cc(NC(=O)c3ccco3)ccc2N(C)C)C(C)c2ccccc2)cc1 (stereo not drawn)	20	1	-6
NS(=O)(=O)c1ccc2ccccc2c1	2	0	-1
COCCCN(CC(=O)N(Cc1cccn1Cc1ccccc1)C(C)C)C(=O)c1ccc(C(C)(C)C)cc1	12	-4	-4
O=C(NCCCn1nc(-c2ccncc2)ccc1=O)c1ccccc1C(F)(F)F	16	-8	nt
c1ccc(-c2ncn(CCc3nc4c(s3)CCC4)c2C2CCOC2)cc1 (stereo not drawn)	7	-5	nt
O=C(N1CCN(c2nccc(-c3ccc(Oc4ccccc4)cc3)n2)CC1)C(F)(F)C(F)F	10	5	2
c1ccc(Cn2cc(-c3cccc(CN4CCOCC4)c3)cn2)cc1	-1	-4	nt
CCOC(=O)C1(C)CCN1C(=O)c1oc2ccccc2c1C (stereo not drawn)	-3	-5	nt
CCOC(=O)c1sc(NC(=O)COc2c(C)cc(Cl)cc2C)nc1C	-2	-4	-4
CC1(C)C2(C(=O)NC3CC4CCC(C3)N4Cc3ccc4c(c3)OCO4)CC[C@@]1(C)C(=O)O2 (stereo partly drawn)	1	-6	-7
CC(C)(NC(=O)c1cccs1)C(=O)NC1CCCCCC1	11	-11	nt
CC(=O)N1CCc2c(nc(C)nc2N2CCN(CC(C)C)C(CCO)C2)C1 (stereo not drawn)	nt	-19	-6
Cc1cc(Oc2cnn(-c3cccc(F)c3)c(=O)c2Nc2cccc(C(=O)N3CCOCC3)c2)ccc1Cl	-3	-7	-3
CCOc1ccc(C(=O)Nc2cccc(C(=O)Nc3cccc4ccccc34)c2)cc1[N+](=O)[O-]	-3	-1	-2
CC(=O)Oc1c(Br)cc(N(C(C)=O)S(=O)(=O)c2ccc(C)cc2)c2ccccc12	8	-4	nt
COc1ccc(N2CCn3c2nnc(C(=O)NCC(C)O)c3=O)cc1 (stereo not drawn)	-1	-9	-7
Cc1ccc(F)c(OCc2nc(Cc3ccccc3F)no2)c1F	8	-5	-8
CCN(CC)C(=O)Oc1ccc2c(ccn2Cc2ccccc2F)c1NC(=O)Cc1cccc(OC)c1	7	-5	-6
FC(F)C(F)(F)C1=NCCN=C(c2ccccc2)C1	2	-9	nt
O=C(CSc1ncn[nH]1)NCCc1cccc(Cl)c1	-6	6	nt
CCN(C(=O)c1ccnc(N2CCN(C)CC2)c1)c1ccncc1	1	-5	-12
CCc1nc2ccc(C(=O)NCCC(C)C)cn2c1N(C)Cc1nccs1	-4	-4	-4
Cc1nc(-c2cccnc2)ncc1C(=O)N1CCN2CCNC(=O)C2C1 (stereo not drawn)	14	1	-15
Cc1ccc(CNc2cccc(C(=O)N(C)CC3CCCCO3)c2)s1 (stereo not drawn)	5	-1	nt
CCOC(=O)C1(C)CCN1C(=O)c1cc(Br)cc2c1OCC2 (stereo not drawn)	-4	-10	nt
CCC(=O)Nc1ccc(NC2Cc3ccccc3C2)cc1	3	-4	nt
COCCSc1ccc(-c2ccncc2)nn1	30	-7	-8
O=C(C1CCCCC1)N1CC[C@H](c2nc3ncccc3[nH]2)C1	-11	-2	-2
COc1ccc(-c2cc(C(=O)N3CCN(C/C=C/c4ccccc4)CC3)n3nc(-c4ccc(Cl)cc4)cc3n2)cc1	10&20	-6&-1	-11&-6
Cc1nc(C(F)(F)F)nc(N2C[C@H]3C[C@H](O)[C@H](O)C[C@H]3C2)c1C	17	-8	-16
CC(C)c1ccc2cc(C(=O)N3CCCC(CCN)C3)[nH]c2c1 (stereo not drawn)	1	-7	nt
Cc1ccn2c(=O)c(NC(=O)c3ccccc3C(F)(F)F)c(C)nc2c1	-6	-1	nt
COCCn1c(N/N=C\C(Br)=Cc2ccccc2)nc2c1c(=O)[nH]c(=O)n2C	-3	-7	nt
c1ccc2c(c1)CCN(C1=Nc3cccc4cccc1c34)C2	6	-7	nt
Cc1ccc(CN2CCCN(C(=O)c3ccc(C(N)=O)nc3)CC2)cc1	3	-3	nt
CN(C)CCCNC(=O)C(=O)Nc1ccc2c(c1)N(S(=O)(=O)c1cccs1)CCC2	3	-5	nt
COc1ccccc1C(=O)NCc1nnc(SCc2ccccc2C)n1-c1cc(Cl)ccc1C	-5	-10	-6
Cc1ccsc1CNc1ccccc1C(=O)NCCc1cnc[nH]1	7	-4	-8
CSCCC(=O)N1CCN(c2nccc(-c3ccc4c(c3)OCO4)n2)CC1	5	3	1

# In the list so far, these have a thiophene ring, fused or not.
Structure	NPYLR7 agonist	hcGAS inh	mcGAS lum
CCN(Cc1ccncc1)C(=O)c1ccc(-c2ccc(Oc3ccccc3)cc2)s1	4	-9	-8
CC(C)(NC(=O)c1cccs1)C(=O)NC1CCCCCC1	11	-11	nt
Cc1ccc(CNc2cccc(C(=O)N(C)CC3CCCCO3)c2)s1 (stereo not drawn)	5	-1	nt
CN(C)CCCNC(=O)C(=O)Nc1ccc2c(c1)N(S(=O)(=O)c1cccs1)CCC2	3	-5	nt
Cc1ccsc1CNc1ccccc1C(=O)NCCc1cnc[nH]1	7	-4	-8

# (list continues)
Molecule	NPYLR7 agonist	hcGAS inh	mcGAS lum
Cc1ccc(-n2ncc3c(=O)n(NC(=O)c4ccc(Cl)c([N+](=O)[O-])c4)cnc32)cc1	1	-8	nt
CCCCNC(CN1CCCCC1)Oc1ccccc1OC (stereo not drawn)	-4	-3	nt
O=C(Nc1ccc2c(c1)OCO2)C(C1CCCC1)N1CCN(C(=O)c2ccc(Cl)cc2)CC1 (stereo not drawn)	-6	-3	-1
CCN(Cc1nccn1C)C(=O)c1ccc(N(C)Cc2ccsc2)nc1	-2	-4	-5
O=C(CNC(=O)c1ccco1)N=Nc1c(O)n(CCc2ccccc2)c2ccccc12	-7	-3	-4
Cc1ccc(C#N)c(=O)[nH]1	4	0	-3
COc1cccc(CNc2cccc(C(=O)N3CCSCC3)c2)c1	-14	-7	nt
CCCCCc1ccc(C(=O)Nc2ccc(N3CCN(c4ccccc4OC)CC3)c(C(=O)NCCCOCC)c2)cc1	11	-6	-5
CN(C(=O)C1CC(=O)N(c2ccccc2)C1)c1ccc(F)c(F)c1 (stereo not drawn)	3	-6	nt
O=C(Cn1nc2ccc(SCc3ccc(Cl)cc3)nn2c1=O)Nc1cccc(F)c1	0	0	3
CC(C)N1CCC1(C)C(=O)Nc1ccccc1F (stereo not drawn)	1	-9	nt
COc1cccc(CN2CCCC3(CCN(Cc4cccn4-c4ccccn4)C3)C2)c1OC (stereo not drawn)	-1	-7	-10
CC1(C)CC2=NN(c3ccccc3)P(=O)(Nc3ccccc3)C2=C(N2CCOCC2)C1 (stereo not drawn)	9	-9	nt
O=C(NCCCO)c1nnc2n(c1=O)CCN2c1ccccc1	1	-3	-6
CCNc1nc(NC(C)C)nc(N(C#N)Cc2ccccc2)n1	-1	-2	nt
CCCNC(=S)N1CCc2cc(OC)c(OC)cc2C1CN (stereo not drawn)	6	1	-2
Cc1ccc(NC(=O)NC2(CO)CCCC2)s1	-1	-8	nt
COc1cccc(CN2CCC2(C)C(=O)NCCc2ccccn2)c1OC (stereo not drawn)	11	-8	nt
CN(C)c1ccc(CNC(=O)C2(C)Cc3c(-c4ccc(N(C)C)cc4)ccnc3O2)cc1 (stereo not drawn)	-13	-3	-5
COc1cc(OC)cc(C2=N/C(=C\C=C\c3ccccc3OC)C(=O)O2)c1	2	-5	-3
COC(=O)Cn1c(=O)c2c(nc3n(-c4cc(C)cc(C)c4)c(C)c(C)n23)n(C)c1=O	4	-5	-9
Cc1ccccc1-n1cnnc1SCC(=O)c1ccc(N2CCCC2=O)cc1	-1	-7	-9
COc1ccc(OCCN2CCc3ccccc3C2)cc1	7	-6	nt
Cc1cc(NC(=O)Nc2ccc(N(C)C)cc2)c2cc(F)cc(F)c2n1	5	-6	nt
CC(c1nnc(-c2ccccc2)o1)N1CCCC1c1ccsc1 (stereo not drawn)	4	2	2
CCCCn1c(N)c(N(CC(C)C)C(=O)CCCOC(=O)c2ccc(C#N)cc2)c(=O)[nH]c1=O	-3	-3	-4
O=c1[nH]c(-c2ccc(OC(F)F)cc2)nc2sc3c(c12)CCC3	3	-2	nt
CCN1CCCC1CN(CC1CCN(CCOC)CC1)C(=O)c1ccccn1 (stereo not drawn)	-1	-3	-7
COc1cc(-c2c(NC(=O)C3CCCCC3)oc3ccccc3c2=O)cc(OC)c1OC	-4	5	nt
CC(C)CN1CCC(NCc2nncn2C2CCCCC2)CC1	3	-9	nt
Nc1ncnc(NN=Cc2ccc(C3=CCCC3)s2)c1[N+](=O)[O-]	-1	-21	nt
CCC(C)NS(=O)(=O)c1ccc(NC(C)=O)cc1 (stereo not drawn)	2	-10	nt
COc1cc(OC)c(OC)cc1C=NNC1=NCCCCC1	6	-3	-2
COc1ccc(-c2nc3c4c(ncn3n2)CCN(C(=O)c2cccc(F)c2F)C4)cc1	0	0	-4
COC(=O)c1ccc(S(=O)(=O)Nc2cc(OC)ccc2OC)cc1	4	-10	nt
CC1CCN(Cc2nnnn2CC(=O)N2CCC(c3ccncc3)CC2)CC1	9	-4	nt
Clc1cc(CNCc2ccco2)cc2c1OCCO2	-3&11	-4&-9	-8
COc1cc(C(=O)NCCNc2ccc(Nc3ccncc3)nn2)cc(OC)c1OC	11	-4	nt
O=C(CCc1nnc(Cc2c[nH]c3ccccc23)o1)NC12CC3CC(CC(C3)C1)C2	-1	-2	nt
CSCCNC(=O)C1CCN(c2nc(C)c3cc(C)c(C)cc3n2)CC1	18	-6	-12

# Pulled by structure from the entries so far (6):
Molecule	NPYLR7 agonist	hcGAS inh	mcGAS lum
Cc1nnc(NC(=O)CSc2nc3c(cnn3CCO)c(=O)[nH]2)s1	5	-10	nt
COc1cc(OC)c(OC)cc1C=NNC1=NCCCCC1	6	-3	-2
CC1(C)C2(C(=O)NC3CC4CCC(C3)N4Cc3ccc4c(c3)OCO4)CC[C@@]1(C)C(=O)O2 (stereo partly drawn)	1	-6	-7
CCOC(=O)c1sc(NC(=O)COc2c(C)cc(Cl)cc2C)nc1C	-2	-4	-4
CC(C)CN1CCC(NCc2nncn2C2CCCCC2)CC1	3	-9	nt
CCC(C)NS(=O)(=O)c1ccc(NC(C)=O)cc1 (stereo not drawn)	2	-10	nt

# (next part)
Molecule	NPYLR7 agonist	hcGAS inh	mcGAS lum
CCN(CC)C(=O)c1sc(NC(=O)c2ccc(F)cc2)c(C(=O)OC(C)C)c1C	-10	-8	-5
Cn1ccnc1C(=O)C1CCCN(C(=O)Cn2nnnc2CN2CCCC2)C1 (stereo not drawn)	2	-4	nt
Cc1ccc(-n2c(C)cc(CC(=O)O)c2C)cc1	1	-6	4
CN(Cc1sc2ccccc2c1Cl)C(=O)Cn1cccnc1=O	-9	-6	nt
O=C(NCCN1CCCC(O)C1)c1cn(Cc2cccc(C(F)(F)F)c2)nn1 (stereo not drawn)	7	-7	nt
O=C(CSc1ccc2nnc(CCNC(=O)c3ccccc3)n2n1)Nc1ccc(Cl)cc1	6	-5	-7
COCCS(=O)(=O)c1ccc(C(=O)N(C)C2CCC(C)(C)CC2)cc1	2	-5	-8
Cc1ccc(NC(C)c2cccc(F)c2)cc1N1CCCS1(=O)=O (stereo not drawn)	9	-11	-7
CCOc1cc(CNc2nnnn2C)cc(Br)c1OCc1ccccc1Cl	-9	-11	nt
Cc1cnc(C(=O)N(CC2CCN(CCc3ccccc3C)CC2)C2CCCC2)cn1	11	-7	nt

# Bioassay records from PubChem BioAssay.
